Screening data from PubChem BioAssay.
EPAC2 agonist: EPAC2 (human) agonism | EPAC2 activation, biochemical qHTS; response scale: 100% = 6.5 mM cAMP response | Potency, µM (highest dose often 154 µM), without a hit: at the top dose activation, hits mostly activators | Q8WZA2 | 360,000 compounds, 0.079% hits; also: potency is read from the fitted curve at half-maximal effect; nearly all actives have a fitted effect of over 50% in size
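qHTS, titration series. 100 nM EPAC2 / 250 nM Rap1B-BODIPY-GDP / 50 uM GDP; RT; ex 480/em 540 nm, 5-min reads to 30 min. Norm. to 6.5 mM cAMP = activation.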
CCT modulator: modulators of cytosolic chaperonin (CCT/TRiC) activity. activity change, % (no concentration beside the values), hits read low. 360,000 compounds, 0.3% hits. purified chaperonin ATPase assay, HTRF ADP detection, 30 min; in the data active = activity change below about -30%; also: % is scaled to controls: 0 for no effect and ±100 for the full control effect
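First, chaperonin was dispensed at 40 nM or 20 nM final depending on batch activity. Next, compounds were pinned at 76 uM and ATP added at 10 uM. After 30 min at 37 °C, ADP detection reagents ran 30 min at ambient temperature.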
EPAC2 antagonist: antagonists of human EPAC2; EPAC2 GEF exchange of Rap1B-BODIPY-GDP, fluorescence; Q8WZA2; 360,000 compounds, 0.18% hits; Potency, µM (highest dose often 114 µM), inactives show top-dose activity, negative = inhibition, usual class: inhibitors; also: potency is read from the fitted curve at half-maximal effect; % is scaled to controls: 0 for no effect and ±100 for the full control effect; nearly all actives have a fitted effect of over 45% in size; many of its hits are not listed in these tables
MmCpn inh: inhibitors of Methanococcus maripaludis chaperonin (MmCpn). purified Mm-Cpn ATPase, ADP Transcreener TR-FRET. Potency, µM (top dose mostly 76.9 µM), for the others: at the highest dose activity, negative = inhibition, actives largely listed as inhibitors. 330,000 compounds, 0.031% hits. AID 504842; also: potency is read from the fitted curve at half-maximal effect; % is scaled to controls: 0 for no effect and ±100 for the full control effect; nearly all actives have a fitted effect of over 80% in size
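Eu-cryptate anti-ADP/ADP-d2 competition gives a ratio inversely related to ADP. Enzyme at 25 nM was pre-exposed to compound for 10 min, then given 10 uM ATP for 30 min, 37°C throughout.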
DRD3 agonist: agonists of human D3 dopamine receptor. P35462. D3R DiscoveRx beta-arrestin cells, luminescence, 90 min. max activation, %. 410,000 compounds, 0.58% hits; in the data active = max activation above about 30%; also: 0% is about no effect; mostly tested at two doses, the higher about 12 µM
Target sequence (P35462 whole entry, looked up): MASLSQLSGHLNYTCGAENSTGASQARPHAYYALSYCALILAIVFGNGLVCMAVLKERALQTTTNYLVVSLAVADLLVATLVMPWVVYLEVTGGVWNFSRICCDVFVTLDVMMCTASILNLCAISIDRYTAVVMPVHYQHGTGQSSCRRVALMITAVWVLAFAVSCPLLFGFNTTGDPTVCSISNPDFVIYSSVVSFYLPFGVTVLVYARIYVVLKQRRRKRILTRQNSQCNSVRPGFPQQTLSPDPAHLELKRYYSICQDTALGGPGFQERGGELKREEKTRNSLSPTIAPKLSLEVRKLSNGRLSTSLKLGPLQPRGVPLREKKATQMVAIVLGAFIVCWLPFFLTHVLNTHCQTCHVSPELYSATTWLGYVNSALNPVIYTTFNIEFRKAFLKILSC
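Agonist-mode cell screen: cells plated at 1500/well and incubated overnight at 37 °C, then exposed to library compounds for 90 min at 37 °C. Detection reagent was added for 30–60 min at room temperature, and luminescence was read.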
PTHR1 ag: agonists of human PTHR1 parathyroid hormone receptor; Q03431; HEK293 GP2 PTHR1 cells, GloSensor cAMP luminescence, 1 h; Potency, µM (top dose mostly 115 µM), inactives show at the highest dose activation, usual class: activators; 410,000 compounds, 0.075% hits; also: potency is read from the fitted curve at half-maximal effect; nearly all actives have a fitted effect of over 55% in size; some results filed as inactive show a strong effect at the top dose; inactives centre near -15; many of its hits are not listed in these tables
Target sequence (Q03431 whole entry, looked up): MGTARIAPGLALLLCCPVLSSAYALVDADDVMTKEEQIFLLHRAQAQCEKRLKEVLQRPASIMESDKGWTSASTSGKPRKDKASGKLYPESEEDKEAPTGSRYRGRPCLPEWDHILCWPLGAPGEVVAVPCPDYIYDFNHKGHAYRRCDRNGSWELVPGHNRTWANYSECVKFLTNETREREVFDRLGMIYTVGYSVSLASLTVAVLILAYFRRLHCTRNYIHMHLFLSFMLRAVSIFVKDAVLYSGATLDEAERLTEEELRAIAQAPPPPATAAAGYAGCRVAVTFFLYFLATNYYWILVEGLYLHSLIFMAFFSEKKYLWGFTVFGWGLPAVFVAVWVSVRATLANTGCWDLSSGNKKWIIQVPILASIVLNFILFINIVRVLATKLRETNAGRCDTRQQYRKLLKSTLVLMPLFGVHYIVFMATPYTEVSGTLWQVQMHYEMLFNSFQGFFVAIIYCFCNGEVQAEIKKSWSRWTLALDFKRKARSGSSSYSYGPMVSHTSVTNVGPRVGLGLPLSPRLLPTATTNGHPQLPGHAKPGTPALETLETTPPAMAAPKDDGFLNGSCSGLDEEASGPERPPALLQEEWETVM
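HEK-293-derived GP2 cells expressing PTHR1 and a GloSensor cAMP reporter, 3,000/well, plated overnight, given luciferin plus IBMX (each 0.5 mM as added) for 1 h at 37 °C, then compound for 1 h at 37 °C. Luminescence was read after 15 min at room temperature.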
DRD3 antagonist: blocks the human D3 dopamine receptor; max response, negative = inhibition, %; P35462; D3R cells, DiscoveRx beta-arrestin luminescence, antagonist mode; stronger effect = lower value; AID 652054; 360,000 compounds, 2.5% hits; in the data active = max response below about -50%; inconclusive = no clear call, values can overlap the other calls; also: % is scaled to controls: 0 for no effect and ±100 for the full control effect; mostly tested at two doses, the higher about 12 µM
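Cells plated overnight at 1500 cells/well, then exposed to library compounds with dopamine controls for 90 minutes at 37 degrees C. DiscoveRx reagent added for 30–60 minutes at room temperature; luminescence read, quantitative HTS format.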
Akt phos inh: blocks phosphorylation of Akt; Neuro2A IGF-stimulated pAkt S473 HTRF, 20 min; stronger effect = lower value; activity change, % for hits at 50 µM; 360,000 compounds, 0.32% hits; AID 651550; in the data active = activity change below about -80%; inconclusive = mostly about -51% to -80%; also: % is scaled to controls: 0 for no effect and ±100 for the full control effect
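Neuro2A cells in DMEM with 0.5% FBS, overnight at 37 deg C, given compound at single 50 µM final, then IGF (6 nM final) for 20 min at 37 deg C. Lysed; phospho-Akt Ser473 by HTRF after 24 h, 665/615 ratio.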
* = called active by the depositor; i = inactive; ? = inconclusive; . = no result given; & = joins results of further samples; [ ] = another dose, or the depositor's remark. Unless noted, calls follow the shape of the dose curve; as a rule, active = well fitted curve in the direction sought with a large enough effect; inconclusive = small, poorly fitted or top-dose-only effect, or another doubt; inactive = no such curve, though single readings can be large; an effect the other way counts as inactive or inconclusive. An excerpt, so the mix of outcomes need not match the whole.

no.	molecule	PTHR1 ag	DRD3 antagonist	Akt phos inh	MmCpn inh	EPAC2 agonist	DRD3 agonist	EPAC2 antagonist	CCT modulator
1	CCN(CC)c1ccc(N=Cc2c(O)n(CCC3=CCCCC3)c(=O)[nH]c2=O)cc1	-5%[57.5 µM]	11	i	1%	?	1	56µM*	-0.7
2	Cc1ccc(NC(=S)NCCc2cnc[nH]2)cc1C	-7%	-20	i	-1%	9%	-22	-3%	-0.3
3	Cc1cc2ccccc2n1CCNC(=O)COc1ccccc1	-30%[inhibitor]	?	i	-22%	28%	-8	1%	-32*
4	C[C@H](CO)N1C[C@H](C)[C@@H](CN(C)C(=O)Oc2cccc3ccccc23)OCc2cn(nn2)CCCC1=O	-19%	-22	i	.	10%	-10	-3%	-2.8
5	COc1cc(OC)c(OC)cc1CNC(C)C(O)c1ccccc1 (configuration not stated)	23%	-67*	i	1%	11%	1	-8%	-0.3
6	CCOC(=O)N1CCN(C(C)C(=O)c2c[nH]c3ccccc23)CC1 (configuration not stated)	i	13	i	0%	6%	-1	-3%	-0.6
7	Cc1ccc(-c2nc(N(C)C3CCN(C)CC3)c3ccccc3n2)cc1	13%	-27	i	-2%	2%	-17	-2%	0.9
8	COc1ccc(C[C@H]2NC[C@H](O)[C@H]2OC(C)=O)cc1	-22%	0	i	.	1%	-1	-11%	1.0
9	NC(=O)OCCCc1ccccc1	i	-13	i	.	1%	-11&-15	8%	1.1
10	O=c1[nH]c(=O)n(-c2cccc(Cl)c2)c(O)c1C=NCCCN1CCOCC1	-10%[57.5 µM]	0	i	1%	2%	2	-8%[57.1 µM]	-2.1
11	COc1cccc(C(=O)C2CCCN(Cc3ccccn3)C2)c1 (configuration not stated)	-12%	-22	i	1%	-8%	-9	-1%	-0.1
12	Cc1ccc2c(c1)=C(c1ccccc1)N(O)CC(=O)N=2	-46%[inhibitor]	0	i	3%	-3%	6	-11%	1.7
13	O=P1(NCc2ccco2)COc2ccccc2OC1	-17%	-6	i	-5%	7%	2	3%	-3.2
14	CN(C)C(=S)SSC(=S)N(C)C	i	-74*	i	1%	0%	6&-72	-9%	-0.8
15	C(CCc1nn[nH]n1)CCc1nn[nH]n1	i	12	i	2%	12%	1	13%	-2.9
16	O=C(c1ccc(CNS(=O)(=O)c2ccc(Br)cc2)cc1)N1CCC2(CC1)OCCO2	i	0	i	1%	6%	3	8%	-1.7
17	Cc1[nH]c2ccccc2c1C(=O)CN1CC=C(c2ccccc2)CC1	-13%	?	i	2%	13%	1	-1%	-4.1
18	CCC(C)C12CN3CCN(CC(C)(C3)C1=O)C2 (configuration not stated)	i	-4	i	0%	-14%	-2	-5%	-1.3
19	CC12CN3CC(C)(CN(C1)C31CCOCC1)C2=O	i	-29	i	1%	4%	-2	-3%	-1.3
20	CCC(=NCCc1c[nH]c2ccccc12)c1c(O)n(-c2ccc(C)cc2)c(=O)[nH]c1=O	-33%[inhibitor]	1	i	2%	10%	-1	-17%	-1.6
21	C[N+](C)(C)CC(=O)Nc1ccc(Cl)cc1C(=O)c1ccccc1	i	-8	i	1%	8%	-1	1%	-5.3
22	CCOP(=O)(OCC)c1cccc(O)c1	i	3	i	-2%	7%	7	-8%	-1.7
23	O=C1NC(=O)C(C(CC(=O)c2ccccc2)c2ccccc2)C(=O)N1 (configuration not stated)	-21%	8	i	0%	4%	0	1%	0.1
24	COP(=S)(OC)c1c(C)nn(CCC#N)c1NC(=O)c1ccc(Cl)cc1	i	-7	i	2%	6%	-4	4%	2.2
25	O=c1[nH]c(=S)n(Cc2ccc(F)cc2)c(O)c1/C=N/N1CCCCC1	-6%	-27	i	1%	-14%	-5	-1%	-2.6
26	NN=C1C(Cl)=C(Cl)C(Cl)=C1Cl	-5%	-10	i	.	4%	-2	-20%	0.3
27	CCOc1cc2c(cc1OCC)-n1cccc1C(c1cc(OC)ccc1F)NC2 (configuration not stated)	-4%	-12	i	2%	13%	-3	-9%	-2.5
28	O=C(C1CCC(=O)N1C1CCCCC1)N1CCC2(CC1)OCCO2 (configuration not stated)	-2%[57.5 µM]	28	.	2%	-1%	-2	10%	-4.2
29	COc1c(C)cc(C(=O)C2CCCN(Cc3cccc(C)n3)C2)cc1C (configuration not stated)	-2%	14	i	-2%	0%	-2	1%[57.1 µM]	1.5
30	CCS(=O)(=O)Nc1cccc(C(=C2CCCCC2)c2cnc[nH]2)c1	-18%	-17	i	-6%	6%	-68	1%	0.7
31	CCn1ccnc1CN1CCCC(C(=O)c2cc(Cl)ccc2OC)C1 (configuration not stated)	-85%[inhibitor]	-27	i	0%	-2%	-13	22%	1.5
32	C=CCn1c(O)c(/C=N/N2CCCCC2)c(=O)[nH]c1=O	i	26	i	0%	5%	-1	5%	2.0
33	CCCC[n+]1cc(=N)o[n-]1	-14%	9	i	.	-6%	5	-2%	1.2
34	CC(=O)Nc1ccc(CC(=O)N2CCN(Cc3ccccc3)CC2)cc1	?	-17	i	?	8%	-12	13%	0.7
35	O=c1[nH]c(=S)n(-c2ccccc2)c(O)c1/C=N/N1CCCCC1c1cccnc1 (configuration not stated)	i	-1	i	-3%	4%	13	10%	-0.6
36	N=C1c2ccccc2CN1c1ncccn1	?	1	i	0%	9%	-7	2%	-0.9
37	Cc1cc(OCC(=O)NC2CCS(=O)(=O)C2)c2c3c(c(=O)oc2c1)CCC3 (configuration not stated)	-3%[57.5 µM]	28	i	0%	6%	1	17%	-1.8
38	CC(C)=CCN1CC[C@@]2(C)c3cc(O)ccc3CC1C2C (some centres not stated)	i	?	i	-3%	8%	-78	9%	0.2
39	CCCCCCC(=O)N/N=C/c1c(O)n(CCc2ccccc2)c(=O)[nH]c1=O	-5%	-13	i	1%	-11%	-5	7%	-1.1
40	O=C1C2CCCC1C(N1CCCCC1)CC2 (configuration not stated)	i	-2	i	1%	-2%	-3	3%	-2.5
41	CCC(C)n1c(O)c(C=Nc2cccc(C(F)(F)F)c2)c(=O)[nH]c1=S (configuration not stated)	-8%	14	i	-2%	-8%	2	-6%	-0.6
42	CNC(=O)C[C@H]1CC[C@@H]2NC[C@H](O)COC[C@H]2O1	-22%	-14	i	.	1%	6	1%	.
43	Cc1ccsc1C(=O)C1CCCN(Cc2cccc(-n3cccn3)c2)C1 (configuration not stated)	0%	-80*	i	1%	16%	-33	-10%	-4.9
44	COc1ccc(-c2cc(=Nc3cccc(C(=O)O)c3)c3cc(C)ccc3o2)cc1	-24%	4	i	0%	3%	-3	?	-2.0
45	Cc1ccc(-n2c(C)nc3ccccc3c2=O)cc1C	-20%	-11	i	4%	7%	0	-5%	-3.3
46	Cc1ccc(-c2ccc(=O)n(CC(=O)N3CCC4(CC3)OCCO4)n2)cc1	-2%	-7	i	-5%	0%	5	-2%	-2.0
47	Cc1cc(/C=C2\C(=O)NC(=O)N(Cc3ccccc3Cl)C2=O)c(C)n1-c1ccc(C(=O)O)cc1	-23%	3	i	2%	3%	12	-5%	0.7
48	COC(=O)C1=C(c2ccccc2)C[C@@H]2CC[C@H]1N2C(=O)N1CCCCC1	i	-15	i	.	1%	-3	-8%	-0.1
49	Oc1ccc(C2NCc3ccccc3-n3cccc32)cc1Cl (configuration not stated)	i	-7&2	i	2%&1%	11%&6%	-12&8	-4%&8%	-6.1&0.9
50	CN1CC=C(/C=C/c2ccc(-c3ccccc3)cc2)CC1	i	-23	i	-1%	2%	-5	10%	2.2
51	COC(=O)C1=C(c2cccc(C#N)c2)C[C@@H]2CC[C@H]1N2C(=O)N1CCCC1	i	21	i	4%	-8%	13	-4%	0.5
52	OCCN(CC#CC(O)(c1ccccc1)C1CCCC1)CCO (configuration not stated)	-2%[57.5 µM]	14	i	1%	-10%	-1	0%[57.1 µM]	-6.1
53	COc1cc(C(=S)N2CCOCC2)cc(OC)c1OC(=O)Cc1ccccc1	-9%	-3	i	-2%	20%	-13	7%	0.5
54	CCCCn1c(O)c(C(CC)=NCCc2ccccc2)c(=O)[nH]c1=O	-2%[57.5 µM]	18	i	.	0%	7	-1%	-2.6
55	COc1ccc(OCC(=O)N2CCN(C/C=C/c3ccccc3)CC2)cc1	-47%[inhibitor]	-4	i	1%	-4%	3	1%	2.0
56	O=C(NCCN1CCCCC1)c1ccc(Cl)nc1Cl	i	8	i	3%	2%	-1	-1%	2.4
57	Cc1ccc(OCC(=O)N2CCN(Cc3cccnc3)CC2)cc1	-19%	5	i	?	3%	-5	4%	1.6
58	COc1ccccc1CC1C(=O)C2CCN1CC2 (configuration not stated)	-5%	5	i	0%	-8%	0	-3%	-0.3
59	Cc1nc(C)c(C(=O)NN=Cc2ccc(N(CCCl)CCCl)cc2)s1	i	?	i	.	8%	-2	3%	-0.4
60	COc1ccc(-c2nn(CCC#N)cc2C(=O)NCc2ccccc2)cc1[N+](=O)[O-]	-13%	0	i	1%	6%	2	17%	-1.9

Next results.
no.	molecule	PTHR1 ag	DRD3 antagonist	Akt phos inh	MmCpn inh	EPAC2 agonist	DRD3 agonist	EPAC2 antagonist	CCT modulator
61	N#CC1=C(N)Oc2n[nH]c(-c3cccs3)c2C1c1ccco1 (configuration not stated)	-45%[inhibitor][57.5 µM]	-9	i	-2%	18%	4	5%	2.8
62	Cc1ccc(-c2nc3ccccc3c(=O)n2-n2cccc2)cc1	-19%[57.5 µM]	-18	i	0%	-2%	-1	-2%	-1.7
63	CSc1nnc(OC(=O)N(C)C)n1-c1ccc(Cl)cc1	i	-2	i	0%	4%	3	5%	-0.8
64	COc1cccc(-n2c(O)c(C=NCCN3CCOCC3)c(=O)[nH]c2=O)c1	i	5	.	1%	-9%[15.6 µM]	1	11%	1.6

Full records from above. Values in the order: PTHR1 ag, DRD3 antagonist, Akt phos inh, MmCpn inh, EPAC2 agonist, DRD3 agonist, EPAC2 antagonist, CCT modulator
CSc1nnc(OC(=O)N(C)C)n1-c1ccc(Cl)cc1 is listed as i, -2, i, 0%, 4%, 3, 5%, -0.8
N#CC1=C(N)Oc2n[nH]c(-c3cccs3)c2C1c1ccco1 (configuration not stated) is listed as -45%[inhibitor][57.5 µM], -9, i, -2%, 18%, 4, 5%, 2.8
